Lamin A splicing – qHTS Assay for Modulators of Lamin A Splicing. HeLa LMNA splicing GFP/RFP minigene ratio, 48 h. Potency, µM (series often up to 46.1 µM), for the others: at the top dose ratio change, negative = inhibition, hits mostly inhibitors. hit rate 0.01% among 200,000. AID 1487, 2009; active = well fitted inhibition curve with a large enough effect in the signal ratio, with a control signal flat, not every such curve was filed as active; inconclusive = small, poorly fitted or top-dose-only effect, or effect the other way, or a change in a side signal; the % refers to the signal ratio; note: % is set by controls: 0 for no effect and ±100 for the full control effect
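S3 HeLa stable clones carrying a lamin A-EGFP splicing minigene plus DsRed2 were seeded at 600 cells/well in Opti-MEM with 2% FBS, pin-dosed and incubated 48 h at 37°C. Acumen cytometry (488 nm) gave the GFP/RFP total-intensity ratio.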
ALDH1A1 inh – qHTS Assay for Inhibitors of Aldehyde Dehydrogenase 1 (ALDH1A1); Purified ALDH1A1, NADH fluorescence, propionaldehyde substrate; hit rate 7.3% among 220,000; Aldehyde dehydrogenase 1A1 (Homo sapiens), P00352; Potency, µM (titrated, usually from 75.3 µM), inactives show top-dose activity, negative = inhibition, actives largely listed as inhibitors; active = well fitted inhibition curve with a large enough effect, not every such curve was filed as active; inconclusive = small, poorly fitted or top-dose-only effect, or another doubt; inactive = no such curve, though single readings can be large or run the other way;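 note: plate controls were no enzyme wells and a reference inhibitor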
Target sequence (P00352 whole entry, looked up): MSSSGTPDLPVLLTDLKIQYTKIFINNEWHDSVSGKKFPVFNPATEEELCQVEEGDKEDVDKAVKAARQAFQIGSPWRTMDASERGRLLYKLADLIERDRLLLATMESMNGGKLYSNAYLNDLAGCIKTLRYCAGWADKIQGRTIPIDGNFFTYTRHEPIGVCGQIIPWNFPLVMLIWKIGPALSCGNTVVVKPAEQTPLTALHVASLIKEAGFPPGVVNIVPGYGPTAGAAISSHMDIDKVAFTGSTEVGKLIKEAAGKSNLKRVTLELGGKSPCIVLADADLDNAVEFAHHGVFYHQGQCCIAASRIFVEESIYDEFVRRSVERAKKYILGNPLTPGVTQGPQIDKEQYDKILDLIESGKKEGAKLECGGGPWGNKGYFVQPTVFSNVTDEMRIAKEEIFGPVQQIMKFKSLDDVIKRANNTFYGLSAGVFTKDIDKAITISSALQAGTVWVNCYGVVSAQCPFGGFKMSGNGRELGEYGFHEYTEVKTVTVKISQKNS
Luc counter – Counterscreen for Luciferase (Kinase-Glo TM) Inhibition | Luciferin 4-monooxygenase (Photuris pensylvanica), Q27757 | Kinase-Glo luciferase, ATP luminescence, 8 min | Potency, µM (titrated, usually from 38.3 µM), for inactives: top-dose activity change, negative = inhibition, hits mostly inhibitors | hit rate 0.28% among 200,000 | AID 1379, 2008; note: % is set by controls: 0 for no effect and ±100 for the full control effect; nearly all actives have a fitted effect of over 60% in size
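Compounds were added to a substrate mix at pH 7.2 (50 mM imidazole, 10 uM ATP, within the enzyme's linear range), followed by Kinase-Glo detection reagent; luminescence was measured after 8 minutes at ambient temperature.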
Tau ThT inhib – qHTS for Inhibitors of Tau Fibril Formation, Thioflavin T Binding | Microtubule-associated protein tau (Homo sapiens), P10636 | recombinant tau K18 P301L (four-repeat tau fragment), heparin-induced fibrillization, ThT fluorescence | Potency, µM (doses to about 57.4 µM), for the others: at the highest dose activity, negative = inhibition, actives largely listed as inhibitors | hit rate 2.1% among 270,000; note: % is set by controls: 0 for no effect and ±100 for the full control effect; nearly all actives have a fitted effect of over 55% in size
Target sequence (P10636 561-689 P618L limits assumed): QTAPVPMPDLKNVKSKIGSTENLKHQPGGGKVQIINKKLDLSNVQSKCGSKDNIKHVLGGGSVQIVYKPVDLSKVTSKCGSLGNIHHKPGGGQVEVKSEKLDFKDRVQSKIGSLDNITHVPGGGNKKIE
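Tau K18 P301L fragment (15 uM unlabeled plus 0.24 uM Alexa 594-labeled) in 100 mM sodium acetate pH 7 with compound, fibrillization induced by 20 uM heparin for 6 hr at 37 C. Thioflavin T (30 uM) added, fluorescence read after 1 hr (ex 450, em 510 nm).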
RECQ1 inh – qHTS Assay for Inhibitors of RecQ-Like Dna Helicase 1 (RECQ1); ATP-dependent DNA helicase Q1 (Homo sapiens), P46063; RECQ1 DNA unwinding, red fluorescence kinetic read; Potency, µM (doses to about 57.3 µM), for inactives: at the highest dose activity, negative = inhibition, most hits filed as inhibitors; hit rate 0.54% among 240,000; AID 2549, 2010;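 note: plate controls were vehicle for no effect and no enzyme for full effect; nearly all actives have a fitted effect of over 30% in size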
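RECQ1T1 50 nM; forked duplex (20 bp + 30-nt ss tails) 200 nM, ATP 2 mM final; pH 8.0, 2 mM MgCl2, 2.5 ug/ml poly(dI-dC); 15 min compound preincubation; discontinuous kinetic read over 2 h at RT.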
SMN2 splice up – qHTS Assay for Enhancers of SMN2 Splice Variant Expression | HEK293 SMN2-luciferase splicing reporter, luminescence, 30-36 h | Potency, µM (doses to about 46.1 µM), without a hit: at the top dose activity change, positive = activation, usual class: activators | hit rate 2.8% among 210,000; note: % of control where 0% means no effect; nearly all actives have a fitted effect of over 55% in size
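qHTS luciferase splicing reporter: luminescence rises when SMN2 exon 7 is included in transfected HEK293 cells. Compound exposure lasted 30-36 h at 37C, with 4.5 mM final sodium butyrate as control, followed by a ONE-Glo read.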
L3MBTL1 inh – qHTS Assay for the Inhibitors of L3MBTL1; AlphaScreen L3MBTL1–H3K9me1 peptide binding; Potency, µM (highest dose often 57.1 µM), without a hit: at the highest dose activity, negative = inhibition, most hits filed as inhibitors; hit rate 0.66% among 230,000; note: % is set by controls: 0 for no effect and ±100 for the full control effect; nearly all actives have a fitted effect of over 60% in size
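Read-out is AlphaScreen signal from streptavidin donor and nickel chelate acceptor beads (10 ug/mL final each) bridging L3MBTL1 (50 nM) and biotinylated K9-monomethylated H3(1-15) peptide (75 nM), after 30 min compound exposure at room temperature.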
KDM4E inh – qHTS Assay for Inhibitors of Human Jumonji Domain Containing 2E (JMJD2E); Lysine-specific demethylase 4E (Homo sapiens), B2RXH2; JMJD2E catalytic domain, FDH-coupled NADH fluorescence (FDH is formaldehyde dehydrogenase); Potency, µM (series often up to 57.1 µM), without a hit: at the top dose activity change, negative = inhibition, hits mostly inhibitors; hit rate 1.6% among 230,000; active = well fitted inhibition curve with a large enough effect, not every such curve was filed as active; inconclusive = small, poorly fitted or top-dose-only effect, or another doubt; inactive = no such curve, though single readings can be large or run the other way;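 note: 0% = wells with enzyme and -100% = buffer wells without enzyme; nearly all actives have a fitted effect of over 50% in size; many of its hits are not listed in these tables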
Target sequence (B2RXH2 1-337 limits assumed): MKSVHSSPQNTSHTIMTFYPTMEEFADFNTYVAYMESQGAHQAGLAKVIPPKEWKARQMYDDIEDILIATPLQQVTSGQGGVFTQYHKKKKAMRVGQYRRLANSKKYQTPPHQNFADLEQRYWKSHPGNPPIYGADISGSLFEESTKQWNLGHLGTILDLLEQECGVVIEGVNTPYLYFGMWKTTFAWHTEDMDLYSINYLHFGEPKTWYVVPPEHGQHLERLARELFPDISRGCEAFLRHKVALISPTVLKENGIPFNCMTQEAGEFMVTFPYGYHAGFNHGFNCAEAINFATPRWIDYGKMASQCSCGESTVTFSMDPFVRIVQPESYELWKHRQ
The depositor's hits bear a star; i = inactive; ? = inconclusive; / = no result given; & = joins results of further samples; ! = not active in a repeat; [ ] = dose if it differs, or a comment. Unless noted, calls come from the whole dose curve; as a rule, active = well fitted curve in the direction sought with a large enough effect; inconclusive = small, poorly fitted or top-dose-only effect, or another doubt; inactive = no such curve, though single readings can be large; an effect the other way counts as inactive or inconclusive. Potency is the fitted concentration of half-maximal effect. An excerpt. The share of hits here may be higher or lower than overall.

SMILES | Lamin A splicing | ALDH1A1 inh | Luc counter | Tau ThT inhib | RECQ1 inh | SMN2 splice up | L3MBTL1 inh | KDM4E inh
O=C(NCC(=O)N1CC(O)CC1C(=O)N1CCCC1C(=O)OCc1ccccc1)OCc1ccccc1 (configuration not stated) | 3.9%[46 µM] | 5.5% | 1.2% | -2.9% | -5.8% | -2.5% | -2.9% | 4.6%
CC(C)(C)c1nnc2sc(SCC(=O)c3ccccc3)nn2c1=O | ? | ? | -1.0% | ? | -14.6% | -5.1% | 0.9% | -5.1%
O=C(CCNC(=O)c1ccccc1Cl)Nc1nnc(C2CC2)s1 | -5.0%[46 µM] | -4.6% | 2.3% | -5.7% | -4.9% | -0.7% | 5.7% | -2.6%
O=C(NN1CCOCC1)C12CC3CC(CC(C3)C1)C2 | -3.1% | 2.4% | -1.5% | 2.0% | 11.8% | 3.6% | 3.9% | 9.0%
CN1C(=O)C2(Oc3ccccc3C3CC(c4ccccc4)=NN32)c2ccccc21 (configuration not stated) | ? | 25.1µM* | -1.8% | ? | -6.5% | 11.2% | -7.1% | -6.5%
O=C(c1ccc(S(=O)(=O)N2CCCCCC2)cc1)N1CCN(c2ccccn2)CC1 | -12.4% | 12.6µM* | 2.0% | -12.5% | -19.3% | -7.6% | 7.1% | 4.6%
O=C(Nc1nnc(Cc2ccc(Cl)cc2)s1)c1cccnc1 | / | -0.2% | 1.8% | 0.9% | -7.6% | / | 51.2%[activator] | -1.0%
COc1ccc(NC(=O)C2CC(=O)n3ncnc3N2)cc1 (configuration not stated) | 6.7% | 2.8% | 0.6% | -6.6% | -2.2% | -0.5% | 14.0% | 3.2%
Cc1nc(NNC(=O)c2ccc([N+](=O)[O-])cc2)cc(-c2ccccc2)n1 | -6.4% | ? | -13.3% | ? | 11.6% | -8.6% | / | 4.6%
COc1ccc(OC)c(Nc2nc3nonc3nc2N2CCCC(C)C2)c1 (configuration not stated) | 0.2% | 6.2% | -2.8% | -5.9% | -3.4% | -2.9%[1.84 µM] | -4.6% | 6.0%
CCCCOc1ccc(CSc2nnc(C)n2N)cc1[N+](=O)[O-] | / | 1.3% | -20.0% | -5.5% | i | / | 14.4% | -1.4%
COCCN1Cc2cccc(C(=O)Nc3cccc(C)c3C)c2C1=O | 7.6% | ? | -1.6% | -10.2% | i | -2.7% | / | 9.3%
CC(c1ccco1)N(C(=O)COc1ccccc1[N+](=O)[O-])c1ccccn1 (configuration not stated) | 3.3% | -2.1% | -1.8% | -4.1% | -7.4% | 1.5% | / | 4.1%
CCOC(=O)c1[nH]c2ccc(OC)cc2c1NS(=O)(=O)c1ccc(Cl)s1 | ? | ? | 0.5% | -16.0% | -9.9% | 0.9% | 1.8% | -5.0%
Cn1c(N)c(C(=O)COC(=O)C2(c3ccc(Cl)cc3)CCCC2)c(=O)n(C)c1=O | -14.1% | -3.0% | -4.9% | -7.2% | i | -13.3% | / | 1.2%
O=[N+]([O-])c1cccc(-c2ccc3nnc(SCc4ccccn4)n3n2)c1 | 10.0%[46 µM] | 12.4% | 2.1% | -9.3% | i | -5.6% | -10.9% | 3.2%
COc1ccc(Cc2nnc(SCC(=O)c3ccccc3)o2)cc1 | -6.6% | ? | -0.4% | -3.8% | i | -0.5% | -0.3% | 4.3%
N#C/C(=C\C=C\c1ccccc1[N+](=O)[O-])c1nc(-c2ccc3c(c2)OCO3)cs1 | -1.2% | 1.5% | 5.7% | ? | -5.1% | 0.6% | -6.8% | 4.8%
CCc1ccc2c(c1)C1(SC(NC(C)=O)=NN1C(C)=O)C(=O)N2C(C)C (configuration not stated) | 3.4% | 7.2% | -6.7% | -8.7% | -1.9% | -6.4% | -1.6% | 0.8%
C=C(C)Cc1c(C)nc(-c2ccccc2)[nH]c1=O | 3.9% | 7.9% | -1.1% | -4.3% | i | -14.4% | -4.9% | ?
Cc1ccc(S(=O)(=O)NC(CC(C)C)C(=O)Oc2ccc3c4c(c(=O)oc3c2)CCC4)cc1 (configuration not stated) | -12.8% | ? | -4.5% | ? | -6.6% | 27.6% | 4.6% | ?
COc1ccc(C(=O)OCCNC(=O)c2c(Cl)nc3ccccn23)cc1 | 0.9% | -0.2% | 4.3% | -16.1% | i | -9.8% | 4.5% | 6.8%
CCOc1ccc(C2CC(=O)NC(SCC(=O)OC)=C2C#N)cc1 (configuration not stated) | -3.7% | -4.8% | 15.8% | -6.8% | -8.4% | 0.5% | / | 3.0%
CCC(=O)N(Cc1cc2cc(OC)ccc2[nH]c1=O)c1ccccc1C | 2.8% | ? | -3.9% | 2.8% | -15.2% | 14.5% | -1.6% | ?
O=S(=O)(c1ccccc1)N1CCN=C1SCc1ccc(Cl)cc1 | / | ? | 3.4% | ? | -25.4% | -15.7% | / | ?
CCCCC1=CC2=CC(=O)C(C)(OC(=O)CCc3ccccc3)C(=O)C2=CO1 (configuration not stated) | / | 14.3% | -0.5% | 25.1µM*! | -10.0%&-20.8% | 3.9% | / | -3.8%&-24.3%
COc1ccc(CCNC(=O)c2nnn(CC(=O)Nc3cccc(F)c3)c2N)cc1OC | ? | 5.6% | 0.1% | -8.1% | -4.0% | 24.6% | 10.0% | -9.7%
CC(=O)Nc1ccc(S(=O)(=O)Oc2cccc(/C=N/N=C3/NC(=O)C(CC(=O)O)S3)c2)cc1 (configuration not stated) | / | 7.51µM* | 8.7% | -7.2% | 28.5% | 10.4% | -19.7% | 3.0%
CC(C)N(C(=O)Cn1cc(SCC(=O)N2CCCC2)c2ccccc21)C(C)C | / | 4.7% | -4.0% | -8.9% | i | 16.4% | -13.1% | -2.8%
c1cn(CCCNc2ncnc3sc4c(c23)CCC4)cn1 | 14.0% | ? | 0.1% | 2.8% | i | -35.9% | -9.7% | -6.6%
CC(C)c1ccc(NC(=O)Cn2c(=O)oc3cccnc32)cc1 | / | / | / | -16.6% | i | / | 1.9% | 1.6%
CCN(c1ccccc1)c1cc(C)nc2ncnn12 | -5.3% | 1.4% | -1.7% | -1.5% | -10.1% | 7.2% | ? | -6.7%
COc1cc(C(=O)NCC(=O)OCC(=O)N2CCc3ccccc32)cc(OC)c1OC | / | -3.2% | 2.1% | -11.1% | -12.6% | -10.4% | / | -2.6%
CC12CN3CC(C)(CN(C1)C3c1c[nH]c3ccccc13)C2=O (configuration not stated) | 15.2%[46 µM] | -2.4% | -0.1% | 2.7% | i | 4.4% | 9.7% | 5.0%
Clc1ccc(-c2ccc(C=Nc3ccc(N4CCOCC4)cc3)o2)cc1 | -6.4% | 3.55µM* | -3.9% | ? | 1.2% | -32.9%[inhibitor] | -3.6% | ?
CCN(CCNS(=O)(=O)c1ccc2c(c1)oc(=O)n2C)c1ccccc1 | -3.8% | -3.4% | 0.3% | -10.7% | -15.6% | 0.3% | / | 8.0%
Cc1occc1C(=O)NN1C(=O)C2C3CCC(O3)C2C1=O (configuration not stated) | 5.8% | 3.2% | -0.4% | 1.1% | -1.6% | 4.0% | 12.2% | 8.5%
N#C/C(=C\c1cn[nH]c1-c1ccccc1)C(=O)NC1CCCCCC1 | 6.6% | -11.6% | -4.4% | -14.4% | -0.3% | 11.2% | -0.4% | -2.7%
CC(=O)c1sc2nc(-c3ccc(C)cc3)c3c(c2c1N)CCCC3 | -0.1% | ? | 1.0% | ? | -10.9% | -0.9% | 41.5%[activator] | ?
O=C(Nc1ccc(O)c(-c2nc3ccccc3s2)c1)c1cccs1 | ? | 2.7% | -0.3% | 5.4% | -10.6% | 15.2% | 26.9% | -5.9%
COc1cc(C(=O)NCc2cc(C)nc3ccccc23)cc(OC)c1OC | / | 6.2% | 2.6% | -4.6% | 6.2% | -4.0% | / | -4.3%
COc1ccc(C(=O)Nc2cnc3ccccn3c2=O)cc1 | ? | 6.6% | -3.5% | -14.5%&-13.2% | i | 17.8µM* | 2.0% | ?
Cc1ccc(S(=O)(=O)N/N=c2\sc3ccccc3n2C)cc1 | -8.0% | 2.2% | 0.3% | 3.7% | -8.1% | 21.3% | 3.3% | 6.8%
O=C(NCc1ccccn1)c1cc2c(ccc3ccccc32)oc1=O | / | ? | 0.9% | 2.5% | 12.6% | -5.8% | -3.9%[11.4 µM] | /
O=S(=O)(c1cnc(Cl)c(Cl)c1)N1CCc2ccccc21 | / | / | / | -17.6% | -3.6% | / | -3.2% | -5.1%
O=c1cc(-c2ccccc2)nc2nc(CCc3ccccc3)[nH]n12 | -5.4% | -3.3% | 2.1% | -0.3% | -14.9% | 12.4% | 4.0% | -11.8%
CNC(=O)c1cc(S(=O)(=O)N(C)C)ccc1Cl | 2.1% | -12.9% | 0.3% | -3.3% | -7.8% | ? | / | -18.3%
Cc1ccc2c(c1)N1C(=O)c3ccccc3C1C1=C(CC(C)(C)CC1=O)N2 (configuration not stated) | 2.6% | 3.7% | 2.1% | -3.9% | -0.6% | 13.3% | -5.9% | 10.2%

Molecules from the list above containing a cyano group, in the order listed:
SMILES | Lamin A splicing | ALDH1A1 inh | Luc counter | Tau ThT inhib | RECQ1 inh | SMN2 splice up | L3MBTL1 inh | KDM4E inh
N#C/C(=C\C=C\c1ccccc1[N+](=O)[O-])c1nc(-c2ccc3c(c2)OCO3)cs1 | -1.2% | 1.5% | 5.7% | ? | -5.1% | 0.6% | -6.8% | 4.8%
CCOc1ccc(C2CC(=O)NC(SCC(=O)OC)=C2C#N)cc1 (configuration not stated) | -3.7% | -4.8% | 15.8% | -6.8% | -8.4% | 0.5% | / | 3.0%
N#C/C(=C\c1cn[nH]c1-c1ccccc1)C(=O)NC1CCCCCC1 | 6.6% | -11.6% | -4.4% | -14.4% | -0.3% | 11.2% | -0.4% | -2.7%
